TrxR1 substrate: is turned over as a substrate by rat TrxR1 | Potency, µM (top dose mostly 114 µM), for inactives: at the top dose activity change, negative = substrate turnover | AID 588456 | O89049 | purified TrxR1 substrate turnover, NADPH consumption readout | 0.01% of 390,000 active; note: potency is the fitted concentration of half-maximal effect; % is set by controls: 0 for no effect and ±100 for the full control effect; nearly all actives have a fitted effect of over 50% in size
Target sequence (O89049 whole entry, looked up): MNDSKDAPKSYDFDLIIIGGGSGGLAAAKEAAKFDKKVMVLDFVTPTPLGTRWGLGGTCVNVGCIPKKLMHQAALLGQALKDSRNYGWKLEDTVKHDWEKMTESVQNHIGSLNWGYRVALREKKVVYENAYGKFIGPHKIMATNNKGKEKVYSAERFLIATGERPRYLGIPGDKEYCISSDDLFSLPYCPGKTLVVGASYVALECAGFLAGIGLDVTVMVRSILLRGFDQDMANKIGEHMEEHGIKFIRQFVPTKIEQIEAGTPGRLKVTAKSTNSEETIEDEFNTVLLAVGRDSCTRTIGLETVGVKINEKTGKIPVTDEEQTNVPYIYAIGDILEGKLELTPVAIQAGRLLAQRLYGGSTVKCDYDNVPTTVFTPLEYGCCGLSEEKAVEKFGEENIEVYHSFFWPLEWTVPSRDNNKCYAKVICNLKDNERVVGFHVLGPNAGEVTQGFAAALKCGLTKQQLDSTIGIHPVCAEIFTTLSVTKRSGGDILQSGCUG
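Rat TrxR1, dispensed at 90 nM, was prereduced with 400 uM NADPH (final) for 5 min at ~22 deg C, then incubated with compound 15 min before 400 uM selenite. A first-read NADPH fluorescence drop versus no-compound background flagged substrates.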
RXFP1 ag: agonists of human relaxin receptor RXFP1; AID 2676; 0.3% of 370,000 active; Q9HBX9; Potency, µM (series often up to 57.5 µM), for inactives: at the highest dose activation, most hits filed as activators; HEK293T-RXFP1 cAMP TR-FRET, 30 min; response scale: percent of porcine relaxin response, buffer zero; note: potency is the fitted concentration of half-maximal effect; % is set by controls: 0 for no effect and ±100 for the full control effect; nearly all actives have a fitted effect of over 60% in size; many of its hits are not listed in these tables
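Agonist response is measured as cAMP accumulation in an RXFP1-transfected HEK293T line under PDE4 inhibition. Values are scaled between buffer-only and 29 nM porcine relaxin, and EC50s come from standard Hill equation fits.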
IDH1 R132H inh: blocks human mutant IDH1 R132H enzyme | O75874 | IDH1-R132H enzyme, NADPH consumption, diaphorase/resazurin fluorescence | Potency, µM (top dose mostly 76.6 µM), for inactives: top-dose activity change, negative = inhibition, actives largely listed as inhibitors | 0.093% of 390,000 active | AID 602179; note: potency is the fitted concentration of half-maximal effect; % is set by controls: 0 for no effect and ±100 for the full control effect; nearly all actives have a fitted effect of over 65% in size
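IDH1-R132H (0.5 ug/mL) preincubated 30 min with compound, then NADPH (0.016 mM) and alpha-KG (2 mM) added; 80 min at RT, pH 7.5. Remaining NADPH coupled via diaphorase/resazurin to fluorescence (540/590 nm); concentration-response curves normalized to no-enzyme control.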
Vif-A3G inh: Vif-A3G binding inhibition | HeLa A3G-eYFP + Vif (tagged APOBEC3G with the HIV-1 protein that degrades it), YFP fluorescence, overnight | 0.076% of 410,000 active | Q9HC16 | AID 602310 | Potency, µM (highest dose often 46.1 µM), without a hit: at the highest dose activity, negative = active, usual class: inhibitors;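 note: potency is the fitted concentration of half-maximal effect; % is set by controls: 0 for no effect and ±100 for the full control effect; nearly all actives have a fitted effect of over 60% in size; hits raise eYFP signal because A3G escapes Vif-driven loss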
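Read-out is eYFP fluorescence (Ex 488/Em 500-530) from Vif-expressing HeLa A3G-eYFP cells; more signal means A3G escaped Vif-mediated degradation. Cells plated overnight, compound pinned in, incubated overnight at 37 deg C.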
USP1 inh: blocks the human USP1/UAF1 deubiquitinase complex. recombinant USP1/UAF1, Ub-Rhodamine cleavage fluorescence. 0.23% of 390,000 active. Potency, µM (highest dose often 57.1 µM), for the others: top-dose activity change, negative = inhibition, usual class: inhibitors; note: potency is the fitted concentration of half-maximal effect; % is set by controls: 0 for no effect and ±100 for the full control effect; nearly all actives have a fitted effect of over 60% in size; inactives centre near -12
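USP1/UAF1 complex (1 nM) preincubated 15 min at room temperature with compound, then Ub-Rho substrate (150 nM final) added. Kinetic fluorescence at 480/540 nm over 6 reads at 60 s intervals; 50 mM HEPES pH 7.8, 0.5 mM EDTA, 0.1 mg/ml BSA, 1 mM TCEP, 0.01% Tween-20.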
PI4K2A inh: PI4K2A (human) kinase inhibition; Q9BTU6; purified PI4K2A, ADP-Glo luminescence, 1 h; hits give low values; activity change, negative = inhibition, % at 76.9 µM; 0.13% of 420,000 active; in the data active = activity change below about -50%; inconclusive = mostly about -30% to -49%;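 note: -100% = wells without enzyme as full effect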
Target sequence (Q9BTU6 whole entry, looked up): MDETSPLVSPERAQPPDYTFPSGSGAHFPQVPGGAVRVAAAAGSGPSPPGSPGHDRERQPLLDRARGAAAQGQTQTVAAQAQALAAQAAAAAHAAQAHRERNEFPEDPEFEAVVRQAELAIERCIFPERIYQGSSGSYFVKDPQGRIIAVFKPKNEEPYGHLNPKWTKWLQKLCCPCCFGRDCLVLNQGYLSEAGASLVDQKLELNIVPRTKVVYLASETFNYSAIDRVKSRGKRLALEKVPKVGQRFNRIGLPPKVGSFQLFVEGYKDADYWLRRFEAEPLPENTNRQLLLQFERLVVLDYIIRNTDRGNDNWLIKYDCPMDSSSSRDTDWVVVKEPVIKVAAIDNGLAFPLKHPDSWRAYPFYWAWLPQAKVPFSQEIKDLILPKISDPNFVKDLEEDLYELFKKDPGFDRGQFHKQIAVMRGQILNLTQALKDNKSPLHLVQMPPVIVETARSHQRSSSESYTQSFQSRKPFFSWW
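PI4K2A activity was measured by ADP-Glo luminescence: enzyme (4 ug/mL stock) and phosphatidylinositol (1.2 mM stock) in Tris pH 7.5/MgCl2/EGTA/Triton X-100 buffer were reacted with ATP (300 microM stock) for one hour at ambient temperature.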
LDHA inh: inhibitors of human lactate dehydrogenase A | P00338 | purified LDHA, NADH/diaphorase-resazurin fluorescence; hits give low values | activity change, % (values are at about 110 or 230 µM) | 0.15% of 480,000 active | AID 1347041; in the data active = activity change below about -30%; inconclusive = mostly about -25% to -30%;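 note: plate controls were DMSO wells for no effect and wells without enzyme for full effect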
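Resorufin fluorescence (ex540/em590), read at 0 and 20 min after diaphorase/resazurin addition, reports the NADH left after a 5 min room-temperature reaction of 2 nM human LDH5 with 0.06 mM NADH and 0.2 mM pyruvate.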
Vif-A3F inh: Vif-A3F binding inhibition; Potency, µM (series often up to 46.1 µM), for the others: at the top dose activity, negative = active; 0.2% of 390,000 active; HeLa A3F-eYFP + Vif (tagged APOBEC3F with the HIV-1 protein that degrades it), YFP fluorescence increase; note: potency is the fitted concentration of half-maximal effect; % of control where 0% means no effect; nearly all actives have a fitted effect of over 65% in size
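HeLa cells stably expressing Vif plus C-terminally eYFP-tagged A3F were seeded, incubated overnight at 37 deg C, dosed with compound, incubated overnight again at 37 deg C. Yellow fluorescence (Ex 488/Em 500-530) reported blocked Vif-mediated A3F-eYFP degradation.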
Glioma ERSR ind: ER stress response induction in glioma | U87-MG GRP78 promoter luciferase reporter, 16 h | Potency, µM, inactives show top-dose activation, most hits filed as activators | 0.02% of 420,000 active | AID 602332; note: potency is the fitted concentration of half-maximal effect; series mostly up to about 76 µM; % of control where 0% means no effect; nearly all actives have a fitted effect of over 35% in size
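ERSR induction read as luciferase luminescence (Bright-Glo, 10 min at room temperature) in stably transfected human U87-MG glioma cells exposed to compounds for 16 h, using GRP78 as sensor.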
Starred values were filed as active, the others as inactive; u = inconclusive; x = not tested or not shown; [ ] = dose if it differs, or a comment. Unless noted, calls come from the whole dose curve; as a rule, active = well fitted curve in the direction sought with a large enough effect; inconclusive = small, poorly fitted or top-dose-only effect, or another doubt; inactive = no such curve, though single readings can be large; an effect the other way counts as inactive or inconclusive. Not all compounds are listed; count on the stated rates, not on these rows.

SMILES	TrxR1 substrate	RXFP1 ag	IDH1 R132H inh	Vif-A3G inh	USP1 inh	PI4K2A inh	LDHA inh	Vif-A3F inh	Glioma ERSR ind
Cc1cc(C)nc(NC(=S)Nc2cccc(Cl)c2Cl)c1	5%	u	3%	-8%	-19%	-1	-2	u	1%
O=C(CSCc1ccc(Cl)cc1Cl)Nc1c[nH]c(=O)[nH]c1=O	0%	-0.2%	3%	0%	-9%	6	-2	7%	-3%
CCOc1ccccc1NS(=O)(=O)c1ccc2[nH]c(=O)ccc2c1	-8%	-0.1%	-5%	-1%	1%	-2	-1	-23%	2%
CC(=NNC(=O)c1ccncc1)c1cccc(Br)c1	1%	x	5%	0%	u	5	-8	9%	1%
CCC(CC)NC(=O)c1cc(OC)c(OC)c(OC)c1	-12%	0.1%	12%	0%	7%	-3	-1	-6%	3%
O=C1CCCc2cc3c(ccc4ccccc43)cc21	4%	x	-6%	-1%	-14%	12	-5	-3%	6%
CCc1nnc(NCC(=O)N2CCc3ccccc32)s1	-5%[57.1 µM]	-0.8%	0%	-1%	-11%	u	9	-2%	-4%
O=C(Nc1nonc1-c1ccc(F)cc1)c1ccco1	0%	2.1%	-4%	2%	-1%	0	-2	0%	-4%
COc1cc2c3nc4n(c(=O)c3n(CC(=O)N3CCCC3)c2cc1OC)CCS4	1%	x	2%	-1%	-5%	5	-8	4%	-1%
COc1ccccc1N=c1oc2cc(O)ccc2cc1C(N)=O	290%[activator]	2.7%	2%	u	-12%	-52*	2	u	-3%
N#Cc1cnn(-c2ccccc2)c1NC(=O)c1ccccc1F	-6%	-2.1%	-17%	-7%	-15%	8	-9	-3%	-4%
COc1ccc(S(=O)(=O)N2CCCCC2c2cc(C(=O)NCc3cccnc3)no2)cc1 (configuration not stated)	x	x	x	3%	x	8	-3	x	-3%
O=C(c1ccccc1)N(C1=NCCCCS1)c1ccccc1	-9%	2.3%	7%	0%	-6%	1	-1	-24%	2%
Cc1ccccc1NS(=O)(=O)c1ccc2c(c1)oc(=O)n2C	0%	0.0%	0%	3%	1%	1	-6	0%	-4%
CCOC(=O)C1(Cc2ccccc2)CCN(Cc2cccn2-c2nccs2)CC1	2%	-1.5%	8%	u	-9%	-7	2	-16%	-5%
Cc1cc(CN2CCCC(CO)(Cc3cccc(Cl)c3)C2)n[nH]1 (configuration not stated)	5%[57.1 µM]	-1.0%	-7%	3%	8%	-2	-5	-7%	0%
CSc1ccccc1C(=O)NC1CCCC1	8%	-0.6%	-3%	-2%	-2%	-4	-4	-13%	0%
COc1cccc(S(=O)(=O)N(C)C[C@H]2Oc3ncc(Br)cc3C(=O)N([C@@H](C)CO)C[C@@H]2C)c1	x	x	-13%	-5%	-25%	-1	u	0%	-3%
CCCC[C@@H]1CNC(=O)C(=O)N1CCc1cc(C(F)(F)F)cc(C(F)(F)F)c1	5%[57.1 µM]	6.8%	-1%	-4%	-30%	0	1	4%	-5%
COc1ccc(S(=O)(=O)n2nc(C)c(S(=O)(=O)N3CCCCC3)c2C)cc1	5%[57.1 µM]	2.3%	2%	2%	-12%	-5	1	-3%	-1%
COCn1c(C(O)c2ccccc2)cc2ccccc21 (configuration not stated)	4%	0.1%	6%	-6%	-26%	0	-2	-6%	-1%
CCC1(C)CC(CCNS(=O)(=O)c2ccc(C)cc2)(c2ccc(C)cc2)CCO1 (configuration not stated)	-8%	2.9%	9%	0%	-4%	9	1	5%	13%
O=C(/C=C/c1cn(-c2ccccc2)nc1-c1cccc(Cl)c1)N1CCN(c2ccccn2)CC1	1%[57.1 µM]	2.7%	-13%	3%	-13%	3	-7	5%	-1%
CCOC(=O)N1CCN(S(=O)(=O)c2ccc(OC)c(OC)c2)CC1	-4%	-2.6%	8%	-3%	3%	2	-8	1%	3%
Cc1nc(SCC(=O)NC(=O)NC2CCCCC2)nc(C)c1C	2%[57.1 µM]	6.1%	3%	-6%	-13%	6	-4	3%	-3%
CC(=O)c1c(C)[nH]c(C(=O)OCC(=O)NCc2ccccc2)c1C	x	x	0%	1%	-12%	4	-7	0%	-3%
COc1ccc(/C=C/C2=CCN(Cc3ccc(OC)cc3)CC2)cc1	-3%[57.1 µM]	-0.3%	4%	1%	-22%	0	-6	14%	-2%
COc1ccccc1NC(=O)Nc1nc(CC(=O)Nc2cccc(F)c2)cs1	-10%	-0.4%	2%	-4%	-5%	-3	-2	-16%	-2%
Cc1ccc(S(=O)(=O)N2CC(C)C(=O)CC2C)cc1 (configuration not stated)	7%	-4.6%	-7%	1%	-9%	1	-5	-19%	-1%
Cc1cc2c(ncn2C)c(NS(=O)(=O)c2ccc(F)cc2)c1C	4%	0.4%	3%	-6%	-18%	-4	-1	14%	-2%
COc1ccc(OC)c(NC(=S)Nc2ccccc2)c1	0%[57.1 µM]	-0.1%	4%	0%	-4%	0	2	11%	0%
COc1ccc(S(=O)(=O)N(CCCN2CCOCC2)Cc2cccc(OC)c2OC)cc1	0%	0.7%	4%	0%	-21%	1	-2	7%	-4%
COc1cc(-c2nc(C(=O)NCC3CCCO3)cc3c2[nH]c2ccccc23)cc(OC)c1OC (configuration not stated)	26%	3.3%	-28%	-5%	-23%	-8	4	2%	-4%
COc1ccc(CC(=O)NCC(c2ccc(N(C)C)cc2)N2CCOCC2)cc1 (configuration not stated)	5%[57.1 µM]	-0.4%	1%	2%	u	-1	2	-7%	-4%
COc1ccc(C(=O)Nc2ccc(S(=O)(=O)N3CCCC3)cc2)cc1	9%[57.1 µM]	2.0%	7%	2%	-2%	-10	-3	6%	2%
Nc1c(C(=O)Nc2ccc3c(c2)OCCO3)nnn1Cc1cccc(Cl)c1	-4%[57.1 µM]	-0.1%	-8%	-13%	-23%	0	-6	-29%	3%
CC(=O)Nc1ccc(-c2csc(NC(=O)c3ccc(C)o3)n2)cc1	0%	0.1%	5%	-7%	-6%	-9	-1	2%	9%
CCS(=O)(=O)N1CCC(C(=O)NCCCN2CCN(c3ccccc3F)CC2)CC1	11%	0.1%	1%	0%	-1%	-2	-7	-1%	-4%
COCCN1C[C@@H](CO)O[C@@H](n2cnc3c(NCCN(C)C)ncnc32)C1	x	x	x	-2%	x	-8	1	x	-3%
O=C(/C=C/Nc1ccc([N+](=O)[O-])cc1Br)c1cccc2ccccc12	-6%	0.4%	-3%	-7%	4%	0	22	-27%	6%
O=C(CSc1nnc(COc2ccc(Cl)cc2)o1)N1c2ccccc2CCc2ccccc21	5%	4.0%	-5%	7%	-3%	2	-6	-2%	-13%
Cc1ccc2c(c1)NC(=O)C(N1CCOCC1)(C(F)(F)F)O2 (configuration not stated)	-2%	-2.6%	5%	2%	-3%	0	-4	7%	-2%
CCc1nc2ccc(C(=O)N(C)CCCN(C)C)cn2c1N(C=O)CCC(C)C	x	x	x	0%	x	-1	-5	x	-3%
Cc1cccc(/C(N)=N/OC(=O)COc2ccccc2Cl)c1	-11%	0.9%	2%	-15%	-17%	-5	3	-2%	2%
COc1ccc(Cl)cc1NC(=O)NC(C)c1ccncc1 (configuration not stated)	-3%	1.6%	16%	0%	-6%	-5	-6	-5%	1%
CCN(c1ccccc1)S(=O)(=O)c1nnc(NC(=O)c2cccs2)s1	-12%	0.9%	-23%	2%	-6%	-3	-11	2%	0%
O=C(Nc1nc(-c2ccccc2)cs1)C1c2ccccc2Oc2ccccc21	-5%	0.3%	7%	-4%	-13%	-17	-3	4%	-4%
NC(=S)N/N=C/c1cccc(/C=N/NC(N)=S)c1	-11%	-2.6%	5%	0%	-12%	-3	-6	-11%	-2%
COc1ccccc1CC(=O)Nc1ncc(C)s1	0%	0.9%	8%	1%	-21%	0	-5	0%	-2%
C=CCNC(=O)Nc1ccc(F)c(Cl)c1	2%	4.5%	-4%	1%	-13%	3	-4	0%	-2%
O=C1CC(c2ccc(S(=O)(=O)Nc3cc(C(F)(F)F)cc(C(F)(F)F)c3)cc2)CN1 (configuration not stated)	1%	2.6%	-1%	-6%	-14%	1	2	-9%	2%
O=C(CNC(=O)c1ccc(-c2ccccc2)cc1)Nc1ccc(S(=O)(=O)Nc2ncccn2)cc1	0%	0.4%	1%	-6%	-14%	3	-4	6%	3%
COc1ccc(-c2nn(-c3ccccc3)cc2/C=C/C(=O)OCC(=O)Nc2ccc(C#N)cc2)cc1	17%	0.4%	0%	2%	-14%	6	-2	-10%	-3%
CC1(C)CCN2CCC(C)(C)c3c(O)ccc1c32	-7%	-0.5%	8%	u	u	-11	20	u	-2%
Cc1cc(NC(=O)CSc2nccn2C)n(-c2ccccc2)n1	-4%[57.1 µM]	4.3%	1%	0%	-1%	0	-3	-16%	-5%
Cc1ccccc1C(=O)NCCNC(=O)c1ccccn1	0%	2.6%	-6%	3%	-10%	-1	-9	-10%	-1%
CC(C)COc1ccc(C(=O)OCCN2CCOCC2)cc1	8%	0.1%	3%	3%	-8%	-4	2	5%	0%

Compound activity: PubChem BioAssay, National Center for Advancing Translational Sciences (NCATS)
